From PubChem
RGS4 inhibitor: blocks human RGS4-accelerated GTP hydrolysis; P49798; Transcreener GDP fluorescence polarization, RGS4-accelerated GTP hydrolysis; Potency, µM (top dose mostly 114 µM), inactives show top-dose activity change, negative = inhibition, hits mostly inhibitors; hit rate 0.039% among 390,000; AID 504845; also: potency is read from the fitted curve at half-maximal effect; % is scaled to controls: 0 for no effect and ±100 for the full control effect; nearly all actives have a fitted effect of over 75% in size; some results filed as inactive show a strong effect at the top dose
Target sequence (P49798 whole entry, looked up): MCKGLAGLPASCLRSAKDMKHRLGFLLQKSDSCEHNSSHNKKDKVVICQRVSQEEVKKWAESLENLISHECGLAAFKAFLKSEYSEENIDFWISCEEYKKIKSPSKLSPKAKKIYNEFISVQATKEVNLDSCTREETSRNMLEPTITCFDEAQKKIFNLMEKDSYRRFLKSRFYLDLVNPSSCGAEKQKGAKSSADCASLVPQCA
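MLSMR compounds (23 nl, pin-transferred) preincubated 10 min at room temperature with a 500nM (2x) first reagent, then RGS4 at 900nM (2x) plus Transcreener GDP mix added; fluorescence polarization (620/688 nm) read before and after 90 min at 30 °C.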
ERG-DNA inh: inhibitors of human ERG Ets domain-DNA interaction. fluorescence polarization, His-ERG Ets domain / labelled DNA. Potency, µM (titrated, usually from 76.9 µM), inactives show at the top dose FP activity, negative = inhibition, most hits filed as inhibitors. hit rate 0.028% among 370,000. AID 624246; active = well fitted inhibition curve with a large enough effect in the polarisation, with a control signal flat; inconclusive = small, poorly fitted or top-dose-only effect, or effect the other way, or a change in a side signal; inactive = no such curve, though single readings can be large or run the other way; the % refers to the polarisation;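 also: polarization taken with two DNA probes labelled with fluorescein and Texas red; potency is read from the fitted curve at half-maximal effect; % of control where 0% means no effect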
Target sequence (P11308 whole entry, looked up, the tested form may be a part): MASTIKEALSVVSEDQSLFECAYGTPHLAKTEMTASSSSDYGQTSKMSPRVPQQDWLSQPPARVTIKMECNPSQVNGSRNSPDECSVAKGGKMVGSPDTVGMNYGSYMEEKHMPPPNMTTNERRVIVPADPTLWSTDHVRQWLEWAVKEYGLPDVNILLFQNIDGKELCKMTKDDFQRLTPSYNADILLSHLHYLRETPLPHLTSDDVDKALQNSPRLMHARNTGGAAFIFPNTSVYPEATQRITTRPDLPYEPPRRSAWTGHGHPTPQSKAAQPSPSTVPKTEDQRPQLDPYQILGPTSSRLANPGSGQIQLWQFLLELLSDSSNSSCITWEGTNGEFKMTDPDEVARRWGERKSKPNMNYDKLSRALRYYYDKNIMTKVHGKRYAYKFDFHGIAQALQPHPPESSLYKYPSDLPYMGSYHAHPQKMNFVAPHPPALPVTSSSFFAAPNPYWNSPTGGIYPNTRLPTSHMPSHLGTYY
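His-tagged ERG Ets domain (1 uM in the protein solution; 300mM KCl, 50mM Tris-HCl, 1mM EDTA, 1mM DTT, pH 7.5) received compound, then a probe mix of 5 nM fluorescein-DNA and 100nM Texas-615-DNA. Fluorescence polarization was read for both dyes.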
Pol eta inh: inhibitors of human DNA polymerase eta; Q9Y253; recombinant Pol eta, fluorescent DNA replication assay; Potency, µM (top dose mostly 114 µM), for the others: top-dose activity change, negative = inhibition, hits mostly inhibitors; hit rate 1.2% among 390,000; AID 588591; also: potency is read from the fitted curve at half-maximal effect; % is scaled to controls: 0 for no effect and ±100 for the full control effect
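Pol eta at 10 nM preincubated with compounds 15 min at room temperature; reaction started with fluorescent substrate (50 nM final) and read kinetically at 0 and 10 min.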
APEX1 inh: inhibitors of human APE1 endonuclease; P27695; recombinant APE1, TAMRA/BHQ-2 abasic DNA cleavage fluorescence; Potency, µM (highest dose often 65.8 µM), without a hit: at the top dose activity change, negative = inhibition, usual class: inhibitors; hit rate 0.35% among 350,000; AID 2517;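 also: potency is read from the fitted curve at half-maximal effect; plate controls were vehicle for no effect and reference inhibitor for full effect; nearly all actives have a fitted effect of over 55% in size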
Target sequence (P27695 whole entry, looked up): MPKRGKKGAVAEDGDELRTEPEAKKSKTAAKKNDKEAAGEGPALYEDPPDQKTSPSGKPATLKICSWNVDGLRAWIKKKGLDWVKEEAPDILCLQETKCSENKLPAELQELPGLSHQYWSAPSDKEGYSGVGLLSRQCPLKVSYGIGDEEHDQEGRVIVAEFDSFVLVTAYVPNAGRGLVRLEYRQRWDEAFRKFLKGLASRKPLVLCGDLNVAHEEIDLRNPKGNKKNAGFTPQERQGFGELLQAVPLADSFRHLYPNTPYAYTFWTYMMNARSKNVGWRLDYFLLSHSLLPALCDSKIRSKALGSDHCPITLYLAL
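Enzyme (0.75 nM final) and test compound are incubated 15 min at room temperature before adding 50 nM quenched THF abasic-site duplex. Cleavage dequenches TAMRA, followed at 525/598 nm over three reads one minute apart.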
POLB inh: DNA polymerase beta (human) inhibition | hit rate 1.3% among 340,000 | AID 485314 | Pol beta primer extension/strand displacement, fluorescence kinetic | Potency, µM (top dose mostly 114 µM), for the others: at the top dose activity change, negative = inhibition, hits mostly inhibitors; also: potency is read from the fitted curve at half-maximal effect; % is scaled to controls: 0 for no effect and ±100 for the full control effect
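10 nM enzyme + cpd, 15 min RT; start with substrate 50 nM final; read 0 min and after 10 min RT. Corrected, normalized data; 4-parameter Hill curve fit.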
12-LOX inh: inhibitors of human 12S-lipoxygenase ALOX12; P18054; purified 12hLO, xylenol orange hydroperoxide absorbance; Potency, µM (highest dose often 108 µM), for the others: at the top dose activity change, negative = inhibition, hits mostly inhibitors; hit rate 1.1% among 580,000; AID 1671190; also: potency is read from the fitted curve at half-maximal effect; % is scaled to controls: 0 for no effect and ±100 for the full control effect
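Purified human 12hLO (150 nM final) in 25 mM Hepes, 0.01% Triton X-100, pH 7.0 was preincubated 15 min at room temperature with compound. Then 40 uM arachidonic acid was added, 30 min. Hydroperoxide was read by Fe-XO absorbance ratio 573/405 nm.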
POLK inh: DNA polymerase kappa (human) inhibition. AID 588579. hit rate 0.53% among 400,000. Potency, µM (highest dose often 107 µM), inactives show top-dose activity, negative = inhibition, hits mostly inhibitors. purified Pol kappa, fluorescent DNA synthesis assay, 10 min. Q9UBT6; also: potency is read from the fitted curve at half-maximal effect; % is scaled to controls: 0 for no effect and ±100 for the full control effect
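Enzyme at 10 nM met test compounds for 15 min at room temperature. Substrate addition (50 nM final) began the reaction, which was monitored by fluorescence at 0 and 10 min.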
LDHA inh: blocks human lactate dehydrogenase A; AID 1347041; activity change, % (values are at about 110 or 230 µM); hit rate 0.15% among 480,000; purified LDHA, NADH/diaphorase-resazurin fluorescence; stronger effect = lower value; in the data active = activity change below about -30%; inconclusive = mostly about -25% to -30%;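 also: plate controls were DMSO wells for no effect and wells without enzyme for full effect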
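Human LDH5 at 2 nM final in Tris HCl pH 7.4 with 0.06 mM NADH and 0.2 mM pyruvate, reacted 5 minutes at room temperature. Remaining NADH coupled via diaphorase/resazurin; resorufin fluorescence read at 0 and 20 minutes, normalized to enzyme-free and DMSO wells.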
Anesthetic bind: candidate novel general anesthetic via apoferritin binding; apoferritin/1-aminoanthracene competitive binding, fluorescence; Potency, µM (highest dose often 77.5 µM), for the others: top-dose activity change, negative = displacement, usual class: inhibitors; hit rate 0.074% among 350,000; AID 485281; also: potency is read from the fitted curve at half-maximal effect; % is scaled to controls: 0 for no effect and ±100 for the full control effect; nearly all actives have a fitted effect of over 20% in size
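Horse-spleen apoferritin (10 uM) in 50% saturated 1-aminoanthracene in PBS was incubated 10 min at room temperature with compound. Fluorescence (ex 380, em 535 nm) was normalized to free and bound 1-AMA, with concentration-response fitted by a four-parameter Hill equation.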
Active calls of the source: *; ? = inconclusive; / = not tested or not shown; [ ] = dose if it differs, or a comment. Unless noted, calls follow the shape of the dose curve; as a rule, active = well fitted curve in the direction sought with a large enough effect; inconclusive = small, poorly fitted or top-dose-only effect, or another doubt; inactive = no such curve, though single readings can be large; an effect the other way counts as inactive or inconclusive.

SMILES	RGS4 inhibitor	ERG-DNA inh	Pol eta inh	APEX1 inh	POLB inh	12-LOX inh	POLK inh	LDHA inh	Anesthetic bind
CCCNC(=O)Cn1c(=O)/c(=C\c2ccc(-c3cccc([N+](=O)[O-])c3)o2)s/c1=C\C(=O)C(C)(C)C	-16%	-1%	6%	3%	-1%	-12%	-12%	0	-17%
CCC(=O)Nc1ccc2c(c1)ncn2-c1ccc(C)cc1	15%	5%	2%	-1%	1%	2%	-11%	-3	-7%
CCOc1ccc(C(=O)N(Cc2nc(-c3cccc(C)c3)no2)C(C)C)cc1	-20%	-4%	-17%	/	24%	-20%	-7%	5	129%[activator]
CC(=O)c1cn(CC(=O)NCc2ccc3c(c2)OCO3)c2ccccc12	-25%	1%	-3%	-7%	-19%	-12%	5%	0	-1%
Cc1ccc(C)c(OCC(=O)Nc2ccc(S(=O)(=O)N3CCN(C)CC3)cc2)c1	18%	5%	6%	-13%	22%	-16%	-2%	-9	-15%
O=C(Cc1cccs1)NCc1cccc(Cl)c1	5%	10%	-6%	-2%	-30%	0%	1%	-2	-11%
c1ccc(Cc2ccc(OCCn3cncn3)cc2)cc1	29%	-1%	-11%	2%	8%	9%	-1%	-3	-6%
CCOc1ccccc1C(=O)N1CCN(c2cccc(Cl)c2)CC1	1%	-3%	-9%	0%	0%	13%	-1%	-3	0%
COc1cc2c(cc1OC)-c1n[nH]c(=S)n1C(C)(C)C2	?	-3%	-8%	-4%	29%	-28%	-7%	-2	-10%
Cc1ccc(-c2csc3ncnc(-n4nnc5ccccc54)c23)cc1	4%	-3%	-26%	-6%	-2%	20%	-5%	1	-19%

A second format for some results above.
Values in the order: RGS4 inhibitor	ERG-DNA inh	Pol eta inh	APEX1 inh	POLB inh	12-LOX inh	POLK inh	LDHA inh	Anesthetic bind
c1ccc(Cc2ccc(OCCn3cncn3)cc2)cc1
  29%	-1%	-11%	2%	8%	9%	-1%	-3	-6%
CCOc1ccccc1C(=O)N1CCN(c2cccc(Cl)c2)CC1
  1%	-3%	-9%	0%	0%	13%	-1%	-3	0%

Other compounds.
SMILES	RGS4 inhibitor	ERG-DNA inh	Pol eta inh	APEX1 inh	POLB inh	12-LOX inh	POLK inh	LDHA inh	Anesthetic bind
Nc1nnnn1/N=C/c1cc([N+](=O)[O-])ccc1O	17%	-1%	-8%	1%	-1%	6%	-3%	-17	-11%
CC(=O)Nc1ccc2cc3ccc(NC(C)=O)cc3nc2c1	?	-2%	?	5%	-21%	-2%	-18%	10	296%[activator]
CCOc1ccc(C(=O)N2CCN(CCc3ccccn3)CC2)cc1	0%	-3%	-7%	/	12%	-19%	-3%	-8	-9%
COc1cccc(-n2c(Cc3cc(=O)[nH]c(=O)[nH]3)nnc2SCC(=O)N2CCCCCC2)c1	0%	8%	-9%	-2%	13%	-18%	12%	-1	-5%
O=c1[nH]c(C2CCN(S(=O)(=O)c3ccc(F)cc3)CC2)nc2c1nnn2Cc1ccc2c(c1)OCCO2	-5%	11%	-14%	-20%	5%	15%	4%	-2	-4%
Cn1nnnc1-c1cc(Cl)cc(Cl)c1	?	?	-11%	-6%	-18%	-7%	-2%	-3	1%
COc1cc(C(=O)NC(=S)NC(C)C)cc(OC)c1OC	8%	4%	-22%	18%	40%	35µM*	-8%	2	-4%
Cc1ccc(N=C2NC(=O)CS2)cc1C	5%	5%	-4%	44%	4%	0%	-5%	-6	-13%
CCc1ccc([C@@H]2CC=C(C(=O)O)[C@H](c3ccc(F)cc3)N2S(=O)(=O)c2ccc(C)cc2)cc1	-8%	-8%	-6%	15%	/	?	-24%	0	/
Cc1ccc(C2C=C(c3ccc(Cl)cc3)Nc3nc(NC(=O)CCC(=O)O)nn32)cc1 (centres undefined)	-9%	3%	-7%	/	8%	39%[activator]	2%[60.1 µM]	-3	210%[activator]
CCOC(=O)c1c(C)[nH]c(C(=O)Nc2ccc(NC(C)=O)cc2)c1C	5%[56.9 µM]	0%	-14%	?	2%	?	-6%	-10	-10%
Cc1ccc2c(c1)N(CC(=O)NCCCN1CCCC1)C(=O)CO2	4%	-6%	-21%	41%[activator]	-9%	1%	-2%	-2	-3%
COc1ccc(C2=NS(=O)(=O)N(C)C(C(=O)NC3CCCCC3)=C2)cc1OC	-12%	1%	-16%	13%	21%	11%	3%	-10	-12%
COc1ccc(OC)c(/C=c2\sc3nc(-c4cccs4)nn3c2=O)c1	-12%	-1%	?	5%	?	-11%	-11%	-6	-1%
CSc1nc(N)nc2c1ncn2CC(=O)N[C@H](C)c1cccc2ccccc12	-1%	-2%	-8%	-8%	/	-13%	2%	-20	/
C=C(C)C1CCC2(C(=O)O)CCC3(C)C(CCC4C5(C)C(C=O)C(O)C(C)(C)C5CCC43C)C12 (centres undefined)	-16%	3%	79µM*	?	0%	-4%	-15%	0	-2%
Cc1cc(C)n2nc(SCC(=O)N/N=C/c3ccccn3)nc2n1	-7%	-6%	-21%	5%	13%	21%	-11%	4	-12%
Cc1ccc(C(=O)NCC(=O)Nc2ccncc2)cc1	-17%	5%	-18%	15%	-28%	-36%	2%	-1	-5%
O=C(CSc1ccc2ccccc2c1Br)Nc1cccc(S(=O)(=O)NC2=NCCCCC2)c1	-8%	-4%	-19%	-5%	-2%	1%	-1%	1	0%
CCc1ccccc1N1CC23C=CC(O2)C(C(=O)OCC(C)C)C3C1=O (centres undefined)	-3%	-9%	-15%	-2%	55%	423%[activator]	-14%	-2	-9%
O=C1CC(N2CCN(c3ccc(F)cc3)CC2)C(=O)N1Cc1cccs1 (centres undefined)	9%	8%	-19%	4%	0%	110%[activator]	4%	-6	-9%
COc1ccc(CCNC(=O)CCN2C(=O)COc3ccc(C)cc32)cc1OC	5%	6%	-3%	21%	26%	-10%	2%	2	-4%
c1ccc(Cn2c(CSc3nnnn3-c3ccccc3)nc3ccccc32)cc1	-26%	0%	8%	11%	3%	?	-7%	-3	-5%
O=C(CN(c1ccccc1F)S(=O)(=O)c1ccccc1)Nc1ccc2c(c1)OCCO2	1%	-1%	-15%	26%	-1%	361%[activator]	-10%	-5	1%
CCc1ccc(NC2CC(=O)N(c3ccc(OC)cc3OC)C2=O)cc1 (centres undefined)	6%	/	-13%	-3%	-22%	1%	-8%	7	-13%
CC(=O)c1sc(NC(=O)C(C)C)nc1C	-12%	6%	-8%	-2%	42%	0%	6%	-5	-6%
COc1cccc(CNS(=O)(=O)c2ccc(-n3cnnn3)c(C)c2)c1	-6%	-7%	-3%	33%	7%	-1%	-15%	-1	4%
Cc1ccc(NC2OC(CO)C(O)C(O)C2O)cc1 (centres undefined)	-15%	-7%	5%	3%	?	2%	7%	1	-14%
O=C1CC(NNc2ccccc2)C(=O)N1c1ccccc1 (centres undefined)	6%	3%	-14%	-5%	11%	45µM*	-1%	2	-24%
O=C(O)Cc1ccc(-c2ccccc2-c2ccccc2)cc1	3%	1%	-12%	0%	-4%	-15%	-8%	-9	0%
COc1ccc(-c2cn3nc(SCC(=O)NCC4CCCO4)ccc3n2)cc1 (centres undefined)	-17%	-4%	-9%	76%[activator]	6%	-2%	9%	0	/
Cc1cccc(C)c1N1CC(c2nc3ccccc3n2CC(=O)OC(C)C)CC1=O (centres undefined)	-16%	-1%	-19%	/	-1%	-14%	-3%	4	0%
Nc1c(Br)cc2c(c1Br)C(O)c1ccccc1-2 (centres undefined)	-40%	-1%	-13%	/	/	?	0%	-6	/
CCC(C)C(=O)Nc1nc(C)c(-c2csc(Nc3cc(OC)ccc3OC)n2)s1 (centres undefined)	-34%	5%	-25%	-7%	12%	?	6%	2	-16%
COC(=O)c1c(NC(=O)COC(=O)Cn2cnc3ccccc32)sc2c1CCCC2	?	0%	-13%	17%	21%	-16%	0%	-3	-8%
CN1N=C(C(=O)N=c2sc3ccccc3n2C)CCC1=O	31%	-1%	10%	/	/	-3%	-23%	-7	/
COc1cc(OC)cc(-c2nnc(NC(=O)CCS(=O)(=O)c3ccccc3)o2)c1	34%	-13%	-4%	-2%	/	-24%	3%	-7	/
CCC(=O)N1c2ccc(S(=O)(=O)CCC(=O)NC3CCCC3)cc2CC1C (centres undefined)	44%	-8%	-7%	13%	32%	0%	-14%	-6	-8%
Cc1ccccc1S(=O)(=O)NC1=NCCCCC1	9%	/	-9%	-4%	40%	-3%	-8%	-6	-12%
O=C(CCC(=O)N(CC(=O)NC1CCCCC1)Cc1cccs1)Nc1ccccn1	-17%	4%	-16%	-1%	-15%	3%	-5%	-8	-6%
C1=C(c2ccccc2)Nc2ncnn2C1c1ccccc1 (centres undefined)	-7%	1%	-1%	/	/	0%	-3%	-2	/
CCOc1ccc(NC(=O)Cn2nnc(C(=O)NCc3ccco3)c2N)cc1	-2%	-3%	-3%	-7%	-1%	38%[activator]	-3%	-16	-7%
O=C(NCc1ccc(F)c(F)c1)C1CCC(=O)N(CCc2ccccc2)C1 (centres undefined)	-4%	4%	-2%	25%	-17%	1%	-1%	-2	-13%
COc1ccc(OCc2nnc(SCC(=O)NC3CCCCC3)o2)cc1	-23%	-2%	-17%	11%	15%	5%	3%	-3	-20%
O=C(COC(=O)C12CC3CC(CC(C3)C1)C2)Nc1ccc([N+](=O)[O-])cc1Cl	36%	0%	-16%	-1%	10%	8%	-23%	-2	-4%

Not all compounds are listed, so the mix of outcomes need not match the whole.
